Screening data as filed in PubChem.
STAT1 inh: STAT1 signaling inhibition; NIH 3T3 STAT1-luciferase reporter, IFN-gamma, luminescence; inhibition, % at 5.5 µM; 0.35% of 200,000 active;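 active = inhibition above a set limit, the mean inhibition across all tested compounds plus 3 SD, cut at about 34% in these data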;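 note: 0% = IFN-gamma with DMSO and 100% = IFN-gamma with 300 µM nifuroxazide; values of inactives mirror those of a sister screen read the other way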
PPARg SRC-1 ag: agonists of human PPARgamma SRC-1 coactivator recruitment | activation, % at 8 µM | 0.41% of 200,000 active | PPARgamma-SRC-1 coactivator recruitment biochemical assay; in the data active = activation above about 19%;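 note: 0% = DMSO and 100% = reference agonist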
Target sequence (P37231 whole entry, looked up): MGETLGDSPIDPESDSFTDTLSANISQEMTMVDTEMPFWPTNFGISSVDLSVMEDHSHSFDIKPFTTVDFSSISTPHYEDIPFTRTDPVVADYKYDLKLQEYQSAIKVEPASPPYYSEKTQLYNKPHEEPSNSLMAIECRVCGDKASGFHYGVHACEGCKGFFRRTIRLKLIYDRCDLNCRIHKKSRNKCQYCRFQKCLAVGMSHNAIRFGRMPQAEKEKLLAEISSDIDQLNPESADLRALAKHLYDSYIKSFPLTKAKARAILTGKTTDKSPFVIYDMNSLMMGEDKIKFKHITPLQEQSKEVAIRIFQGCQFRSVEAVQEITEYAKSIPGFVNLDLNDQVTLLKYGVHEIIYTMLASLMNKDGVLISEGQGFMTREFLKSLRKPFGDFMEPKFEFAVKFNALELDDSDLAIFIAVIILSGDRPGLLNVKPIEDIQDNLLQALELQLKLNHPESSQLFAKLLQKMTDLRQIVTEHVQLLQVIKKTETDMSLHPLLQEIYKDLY
bIAP activator: increases bovine intestinal alkaline phosphatase activity; purified bovine IAP, CDP-star luminescence, 30 min; hits give high values; fold of DMSO-control signal, blank-subtracted; activation factor at 20 µM; 0.17% of 200,000 active;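 active = activation factor of 2 or more at 20 µM, a signal rise over negative controls twice the positive control's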
STAT3 act: increases IL-6 driven STAT3 reporter signal; activation (% of control), % at 5.6 µM; AID 871; U3A cells, IL-6 STAT3-luciferase reporter, luminescence; 100% = signal with IL-6 EC80 alone; 0.91% of 190,000 active;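 active = activation above the screen-wide mean of compound activation plus 3 SD, cut at about 130% in these data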;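 note: 0% = background luminescence of wells with medium and substrate only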
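Assay system – human STAT1-deficient U3A cells with stable STAT3-luciferase reporter · Also added – IL-6 (33 ng/mL) · Schedule – compound 1 h, then IL-6 6 h at 37 °C · Technique – reporter luminescence signal · Evaluation – % activation versus median of IL-6-stimulated wells · Benchmarks – IL-6-only wells as 100% reference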
STAT3 blocker: inhibitors of IL-6 induced STAT3 signaling; 0.89% of 190,000 active; inhibition, % at 5.5 µM; U3A cells, IL-6 STAT3-luciferase reporter, luminescence; host cell line lacks STAT1; AID 862;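 active = inhibition above the mean inhibition across all screened compounds plus 3 SD, cut at about 44% in these data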;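 note: 0% = DMSO only wells and 100% = 100 µM nifuroxazide control wells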
PPARg SRC-3 ag: promotes SRC-3 coactivator recruitment by human PPARgamma; P37231; AID 731; 0.26% of 200,000 active; activation, % at 8 µM; biochemical PPARgamma/SRC-3 coactivator recruitment assay; in the data active = activation above about 23%;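 note: 0% = DMSO and 100% = reference agonist; some compounds past the cut are filed as inactive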
bIAP inh: intestinal alkaline phosphatase (bovine) inhibition; purified bovine IAP, CDP-star luminescence, 30 min; inhibition, % at 20 µM; 190,000 tested, under 10 active;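 active = over 50% inhibition of intestinal alkaline phosphatase at 20 µM in the single-dose screen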
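System: Purified bovine intestinal alkaline phosphatase (IAP) enzyme | Input: IAP diluted 1/65,000,000 in the well | Also added: CDP-star chemiluminescent phosphatase substrate, 30 µM final | Dosing: 20 µM single dose | Times: Enzyme reaction for 30 min at room temperature | Detection: Luminescence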
ROMK mod: human ROMK K+ channel modulation, primary screen; P48048; Tet-inducible ROMK, thallium flux fluorescence; actives lie on both sides; B-score at 10 µM; 2% of 130,000 active; AID 1918;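 active = signal ratio slope over the read window, or its plate-corrected B-score, at least 3 SD from the plate mean, either direction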;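 note: B-score of the F/F0 ratio slope over 7 to 12 s after thallium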
Target sequence (P48048 whole entry, looked up): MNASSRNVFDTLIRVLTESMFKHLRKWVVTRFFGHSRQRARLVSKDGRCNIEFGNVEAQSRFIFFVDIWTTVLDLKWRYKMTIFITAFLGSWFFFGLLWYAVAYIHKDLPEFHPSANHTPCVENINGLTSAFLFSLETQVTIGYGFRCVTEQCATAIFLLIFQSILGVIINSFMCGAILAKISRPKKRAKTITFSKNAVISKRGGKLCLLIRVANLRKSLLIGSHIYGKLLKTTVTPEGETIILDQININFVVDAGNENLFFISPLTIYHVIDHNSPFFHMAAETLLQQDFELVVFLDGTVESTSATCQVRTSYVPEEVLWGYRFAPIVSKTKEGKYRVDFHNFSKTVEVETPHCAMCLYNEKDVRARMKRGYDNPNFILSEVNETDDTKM
PPARg SRC-2 ag: promotes SRC-2 coactivator recruitment by human PPARgamma | P37231 | activation, % at 8 µM | PPARgamma LBD-SRC-2 recruitment, biochemical | 0.34% of 200,000 active; in the data active = activation above about 22%;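 note: 0% = vehicle and 100% = reference agonist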
TNAP act hiacc: increases human TNAP activity under high phosphate acceptor concentration. P05186. purified TNAP, CDP-star luminescence, 1 M DEA, 30 min; hits give high values; 0 = EDTA background, 1 = DMSO-only activity. activation factor at 20 µM. 200,000 tested, under 10 active. AID 1136;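 active = activation factor at least 2 at 20 µM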
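Control set: EDTA negative control, DMSO positive control / Assay system: human TNAP / Quantity: TNAP 1/800 final / Evaluation: TNAP activation factor scaled between EDTA and DMSO control wells / Measured by: luminescent substrate turnover signal / Compound dosing: one dose, 20 µM / Times: 30 min enzyme reaction at room temperature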
TR-FRET SRC-2 ct: flags TR-FRET format artefacts in PPARgamma SRC-2 recruitment agonist screen | TR-FRET artefact counter-screen; hits give high values | TR-FRET ratio at 8 µM | 0.4% of 200,000 active; in the data active = TR-FRET ratio above about 2000; note: inactives centre near 1500
* hit, by the source's call; x = not tested or not shown.

SMILES | STAT1 inh | PPARg SRC-1 ag | bIAP activator | STAT3 act | STAT3 blocker | PPARg SRC-3 ag | bIAP inh | ROMK mod | PPARg SRC-2 ag | TNAP act hiacc | TR-FRET SRC-2 ct
O=C(CSc1ccc2ccccc2n1)NCc1ccc2c(c1)OCO2 | 0.2 | 5.7 | 0.9 | 104.1 | -2.5 | 3.5 | 11.1 | -5.25* | -5.7 | 1 | 1515
COc1ccc(NC(=O)C(c2ccccc2)N(C)C(=O)CNC(C)=O)cc1 (stereo unspecified) | -4.9 | 0.6 | 1 | 99.6 | 4.4 | -12.4 | -1.8 | x | 8.3 | 0.9 | 1441
CCCCNC(=O)C1c2cc(OC)c(OC)cc2C(=O)N(C)C1c1cccs1 (stereo unspecified) | -3.2 | 0.1 | 1.2 | 102.0 | -1.8 | 3.2 | -15.9 | -0.643 | -17.4 | 1 | 1580
COc1cccc(-c2nnc(SCC(=O)N3CCCc4ccccc43)o2)c1 | -6.0 | -5.7 | 1.1 | 103.0 | 0.5 | 2.2 | -6.2 | x | 1.4 | 1 | 1431
O=C(CN1CCc2ccccc2C1)Nc1cccc(S(=O)(=O)N2CCCC2)c1 | -0.1 | -0.2 | 1 | 108.3 | -9.0 | -2.4 | -2.6 | -0.512 | -3.3 | 1.1 | 1563
Cc1ccc(CC(=O)NC(C)CCc2ccccc2)cc1 (stereo unspecified) | 7.4 | 2.0 | 1 | 103.3 | 0.2 | 10.4 | 2.6 | x | 5.6 | 1.1 | 1509
CCN(CC)c1nc(Nc2ccccc2)nc(Oc2ccc(C(=O)OC)cc2)n1 | 9.7 | 6.2 | 1.1 | 91.2 | 14.5 | 18.6 | -6.9 | x | 2.3 | 1 | 1488
Cc1ccc(S(=O)(=O)Oc2ccc(/C=N/NC(=O)c3cccnc3)cc2)cc1 | -10.9 | -0.9 | 1.2 | 102.6 | 0.4 | 2.6 | -21.2 | 0.585 | -2.3 | 1 | 1454
CC(=O)c1ccc(NC(=O)/C(=C\c2ccccc2)NC(=O)/C=C/c2ccccc2)cc1 | -11.9 | 5.4 | 1 | 111.8 | -3.3 | -4.5 | 1.1 | x | -0.9 | 1 | 1270
Cn1c(-c2ccccc2)cnc1SCC(=O)NCc1ccco1 | 1.5 | -5.8 | 0.9 | 101.7 | 0.8 | -9.8 | 12.4 | x | -6.2 | 1 | 1472
Cc1ccccc1OCC(=O)Nc1ccc2c(c1)Cc1ccccc1-2 | -0.6 | 2.9 | 0.9 | 87.5 | 16.0 | 13.0 | 10.2 | x | 2.0 | 1 | 1740
O=C(O)CNC(=O)c1ccc(OC(F)F)cc1 | 4.6 | -1.1 | 1 | 108.4 | -7.5 | 2.1 | 0.5 | 0.356 | 9.6 | 1.1 | 1678
c1ccc(-c2csc(N3CCCCCC3)n2)cc1 | -13.4 | -1.4 | 0.9 | 102.5 | 1.9 | -8.5 | 12.6 | x | -0.8 | 1 | 1479
O=C(O)CNC(=S)N(Cc1ccccc1Cl)C1CCCC1 | -2.5 | 2.0 | 0.9 | 106.4 | -1.0 | -0.8 | 8.2 | -0.797 | 0.2 | 1.1 | 1579
O=C(CSc1ccc(F)cc1)NC(=O)NCc1ccccc1 | -5.2 | -12.0 | 1 | 94.0 | 11.7 | 1.2 | 3.1 | 0.304 | 5.2 | 1 | 1651
C/C(=C/C=N/Nc1nc(N2CCCCC2)nc(N2CCCCC2)n1)c1ccccc1 | 1.5 | 3.3 | 0.9 | 103.3 | 3.4 | -0.9 | 11.9 | 0.466 | 7.0 | 1 | 1483
Cc1ccccc1NC(=O)Cn1nc(-c2ccccc2)nc1-c1ccccc1 | -4.4 | 1.5 | 1 | 102.8 | 1.4 | -12.6 | 3.3 | x | 5.0 | 1 | 1560
Cc1ccc2nc(NC(=O)C3CCCN(S(=O)(=O)c4cnc[nH]4)C3)sc2c1 (stereo unspecified) | -28.6 | -1.4 | 1.3 | 103.8 | 0.8 | 8.0 | -25.3 | x | 6.8 | 1.1 | 1644
Nc1c(S(=O)(=O)c2cccs2)c2nc3ccccc3nc2n1Cc1ccccc1 | 1.9 | 5.5 | 1 | 103.4 | -2.9 | 7.9 | 0.0 | x | 4.3 | 1 | 1551
CCCOc1ccc(C(=O)NNC(=S)NC(=O)c2cc(-c3ccc(Cl)cc3)nc3ccccc23)cc1 | 6.4 | 2.5 | 1.1 | 100.8 | 3.9 | 0.2 | -10.8 | 1.13 | 0.3 | 1 | 1357
CCOC(=O)C1(Cc2ccccc2)CCN(Cc2csc(C(C)=O)c2)CC1 | 3.2 | 0.3 | 1.1 | 109.8 | -6.7 | 4.1 | -6.4 | -0.41 | 11.3 | 1 | 1516
CCCC(=O)NNc1cc(=O)c2c(=O)n(C)c(=O)n(C)c2[nH]1 | -1.6 | 6.4 | 1 | 100.0 | 0.3 | -3.4 | 4.9 | -0.255 | -0.9 | 1.1 | 1713
CCCn1c(SCC(=O)Nc2ccccc2N2CCCCC2)nc2c1c(=O)n(C)c(=O)n2C | 2.5 | 2.6 | 1 | 99.1 | 3.6 | 9.2 | -3.0 | -2.64* | 4.5 | 1 | 1710
Cc1cccc(NC(=O)c2ccccn2)c1C | -27.0 | -0.4 | 1 | 101.5 | 5.6 | 4.8 | 1.4 | x | 5.0 | 1.1 | 1504
O=C(O)c1ccc(OCCn2ccnc2)cc1 | -5.4 | 10.9 | 0.9 | 100.1 | 4.2 | 1.6 | 5.8 | 0.116 | 0.8 | 1 | 1607
Cc1sc2nc(SCC(=O)N(CCO)CCO)nc(N)c2c1C | 3.7 | 7.0 | 1 | 96.8 | 9.1 | -1.5 | 0.3 | 0.523 | 13.3 | 1 | 1468
COc1ccc2c(c1)c(=O)oc1cc(OCC(=O)NC3CCCCC3)ccc12 | 8.9 | 4.4 | 0.8 | 97.9 | 6.1 | 3.2 | 16.2 | x | 0.3 | 1 | 1674
Cc1ccccc1Sc1c(C#N)c(-c2ccccc2)nn1C | -4.2 | -0.1 | 0.8 | 97.7 | 8.8 | 1.0 | 21.1 | x | 0.7 | 1 | 1454
Cc1sc2nc(SCC(=O)N(C)Cc3ccccc3)n(-c3ccccc3)c(=O)c2c1C | 13.0 | 1.4 | 1 | 95.6 | 9.2 | -6.1 | -0.5 | x | 1.0 | 1 | 1623
CCOc1ccc2nc(N3C(=O)/C(=C/c4ccc(Cl)cc4)NC3=S)sc2c1 | -10.1 | -5.2 | 1.1 | 115.3 | -18.2 | -2.5 | -9.3 | x | -2.9 | 0.8 | 1627
COc1ccc(CCN2C(=NC(=O)CCC(=O)O)SC3CS(=O)(=O)CC32)cc1 (stereo unspecified) | -2.5 | 5.4 | 1 | 99.0 | 5.0 | 11.4 | 3.6 | x | 1.1 | 1 | 1686
CCCCNC(C(=O)Nc1ccc([N+](=O)[O-])cc1Br)c1ccccc1 (stereo unspecified) | 0.5 | 0.5 | 1 | 102.6 | -0.4 | -1.9 | 3.8 | x | 2.5 | 1 | 1435
C=CCN1C(=O)N(/C=C/C)c2cccc3cccc1c23 | -0.7 | -1.9 | 0.9 | 99.8 | -0.1 | -4.2 | 10.7 | -0.0642 | -0.9 | 1 | 1459
CCOC(=O)c1sc2nc(CN3CCCCC3)nc(Cl)c2c1C | -0.3 | 6.3 | 1.3 | 98.4 | 2.6 | 3.1 | -29.6 | -0.126 | 4.9 | 1 | 1689
CCn1nnc(-c2ccc(N)cc2)n1 | 16.2 | 5.4 | 1.1 | 80.6 | 27.2 | 7.0 | -7.4 | -0.302 | 5.8 | 1 | 1755
Cc1ccc(C(=O)c2ccccc2C(=O)OCC(=O)Nc2cccc([N+](=O)[O-])c2)cc1 | 8.8 | -1.3 | 0.8 | 103.7 | -9.0 | 3.1 | 15.3 | x | 9.0 | 1 | 1594
Cc1ccc(S(=O)(=O)Nc2ccc3nc(-c4cccn4C)[nH]c3c2)cc1 | 4.6 | 1.8 | 0.8 | 99.0 | 4.0 | 6.3 | 19.1 | -1.1 | 1.3 | 1.1 | 1538
CCOC(=O)c1cn(-c2ccc(F)c(F)c2F)c2c(F)c(F)c(F)cc2c1=O | -1.1 | 7.0 | 0.8 | 102.8 | 0.2 | -7.2 | 16.7 | -0.276 | 4.6 | 1 | 1620
C=CCNC(=S)N/N=C(\C)c1ccccn1 | -38.7 | 3.1 | 1.1 | 111.3 | -5.8 | -3.6 | -7.1 | 1.4 | 9.5 | 1.1 | 1566
O=C(COC(=O)c1cccc(NS(=O)(=O)c2ccc(F)c(F)c2)c1)NC(=O)NC1CCCC1 | 7.6 | 0.7 | 0.9 | 102.2 | -7.2 | 4.1 | 12.1 | x | 9.6 | 1 | 1542
CN(C)c1ccc(CNCCC2CCOC(C)(C)C2)cc1 (stereo unspecified) | 2.0 | -9.5 | 0.9 | 98.1 | 9.6 | -6.5 | 13.8 | x | -8.5 | 1.1 | 1445
CC(C)CC(COCc1ccc(F)cc1)N1CCN(C(=O)c2cccc(C(F)(F)F)c2)CCC1=O (stereo unspecified) | 6.5 | 14.5 | 0.8 | 98.4 | -1.0 | 2.4 | 17.2 | -2.18 | -0.8 | 1.1 | 1523
C=CCNc1nc(-c2ccc(OC)cc2OC)cs1 | -55.5 | 3.6 | 1 | 117.8 | -16.8 | 4.3 | -1.4 | x | 7.6 | 1 | 1727
CC1C/C(=N/NC(=O)c2ccc(CSc3nc4ccccc4[nH]3)cc2)CC(C)(C)C1 (stereo unspecified) | -14.2 | -0.3 | 1.1 | 103.1 | -3.7 | 3.6 | -8.6 | x | 5.2 | 1 | 1619
Cc1cc(C)c2c(n1)sc1c(=O)[nH]c(SCc3ccccc3)nc12 | -3.7 | 2.8 | 1.2 | 99.7 | 3.2 | -3.9 | -15.6 | x | 3.3 | 1 | 1454
O=S1(=O)C=C(SCCN2CCCC2)c2ccccc21 | 7.5 | 1.6 | 0.8 | 96.8 | 0.9 | -2.9 | 24.4 | 0.152 | 0.2 | 1 | 1398
CCCN1CCN(CCCNC(=O)C2CCN(c3nnc(-n4cccc4)s3)CC2)CC1 | 2.9 | -5.5 | 1.1 | 104.3 | -4.3 | -8.9 | -11.2 | x | -0.2 | 1 | 1384
COc1ccc(CC(C(=O)Nc2cc(C)ccc2C)/C(N)=N/O)cc1 (stereo unspecified) | -5.0 | 1.2 | 0.9 | 109.0 | -1.4 | -1.9 | 13.7 | -1.18 | -2.2 | 1.1 | 1562
